# Luciferase inh = inhibitors of firefly (Photinus pyralis) luciferase. Potency, µM (top dose mostly 115 µM), for the others: at the highest dose activity change, negative = inhibition, most hits filed as inhibitors. P08659. AID 1347043. actives 2.5% (n = 76,000). purified P. pyralis luciferase, luminescence, biochemical; note: potency is the fitted concentration of half-maximal effect; nearly all actives have a fitted effect of over 65% in size
# Target sequence (P08659 whole entry, looked up): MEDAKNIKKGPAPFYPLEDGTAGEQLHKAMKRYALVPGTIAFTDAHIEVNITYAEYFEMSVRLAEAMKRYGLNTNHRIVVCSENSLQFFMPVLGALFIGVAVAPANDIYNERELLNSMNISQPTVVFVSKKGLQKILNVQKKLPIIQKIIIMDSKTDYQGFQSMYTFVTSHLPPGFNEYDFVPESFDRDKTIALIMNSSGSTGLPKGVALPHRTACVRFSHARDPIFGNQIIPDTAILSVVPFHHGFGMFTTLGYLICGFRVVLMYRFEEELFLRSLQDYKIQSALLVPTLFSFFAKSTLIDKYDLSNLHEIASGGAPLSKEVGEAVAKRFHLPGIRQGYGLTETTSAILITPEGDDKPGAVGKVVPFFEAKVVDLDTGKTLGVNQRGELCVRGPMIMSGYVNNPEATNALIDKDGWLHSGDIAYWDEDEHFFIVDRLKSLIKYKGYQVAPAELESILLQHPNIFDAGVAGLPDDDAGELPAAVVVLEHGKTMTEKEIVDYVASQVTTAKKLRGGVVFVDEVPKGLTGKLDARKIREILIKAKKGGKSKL
#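 Cell-free enzyme assay, 10nM P. pyralis luciferase, luciferin and ATP each at 10uM. Inhibition profiled over a 6-point titration, read as luminescence.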
# IP6K1 inhibitor = inhibitors of human IP6K1; IP6K1 kinase, ADP-Glo luminescence, 2 h; hits give low values; actives 0.81% (n = 140,000); activity change, % (series mostly up to about 58 µM); Q92551; AID 1645851; in the data active = activity change below about -25%
# Target sequence (Q92551 whole entry, looked up): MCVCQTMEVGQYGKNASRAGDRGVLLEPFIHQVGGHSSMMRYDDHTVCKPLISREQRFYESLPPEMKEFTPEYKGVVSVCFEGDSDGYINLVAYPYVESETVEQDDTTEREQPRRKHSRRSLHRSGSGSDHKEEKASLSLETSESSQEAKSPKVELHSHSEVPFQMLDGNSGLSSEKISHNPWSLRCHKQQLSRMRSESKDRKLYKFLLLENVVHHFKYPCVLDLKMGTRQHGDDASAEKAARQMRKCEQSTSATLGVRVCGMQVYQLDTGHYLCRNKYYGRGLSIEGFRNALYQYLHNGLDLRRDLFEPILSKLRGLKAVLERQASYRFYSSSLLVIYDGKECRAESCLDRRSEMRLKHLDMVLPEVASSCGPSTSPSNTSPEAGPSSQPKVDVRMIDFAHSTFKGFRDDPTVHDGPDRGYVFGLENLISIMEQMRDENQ
#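 ADP-Glo luminescence measures ADP made by human IP6K1 during a 2 h RT reaction with ATP/IP6 (mix at 1.3 mM/130 uM); top library doses 57.5 and 19.1 uM final.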
# HEK293 viab = cell viability loss counter-screen; HEK-293-SNCA-luc viability, GF-AFC fluorescence, 24 h; Potency, µM (highest dose often 57.1 µM), for inactives: at the top dose activity change, negative = cytotoxicity, actives largely listed as cytotoxic; actives 0.12% (n = 150,000);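 note: potency is the fitted concentration of half-maximal effect; 0% = DMSO-treated cells and -100% = medium-only wells without cells; nearly all actives have a fitted effect of over 30% in size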
#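 HEK-293-SNCA-luc cells (1500/well) plated 24 h, then exposed 24 h to a dilution series; GF-AFC added 30 min at 37C, fluorescence 405/540 nm; normalised to medium-only and DMSO wells, Hill fit.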
# GPT2 inhibitor = GPT2 alanine aminotransferase inhibition; Q8TD30; Recombinant GPT2, coupled pyruvate oxidase/HRP Amplex Red fluorescence; Potency, µM (top dose mostly 57.7 µM), for the others: top-dose activity change, negative = inhibition, usual class: inhibitors; actives 0.25% (n = 100,000); note: potency is the fitted concentration of half-maximal effect; nearly all actives have a fitted effect of over 60% in size; many of its hits are not listed in these tables
#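 Fluorescence of coupled pyruvate oxidase/HRP/Amplex Red system (50uM Amplex, 30 min, dark) reports pyruvate formed by GPT2. Enzyme reaction: 10ng/uL GPT2, 2mM L-alanine, 250uM a-KG, 30 min room temperature, pH 7.5; 50uM AOA control.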
# HEK293 tox = kills HEK 293 cells; AID 1345083; actives 6.6% (n = 94,000); HEK 293 viability, ATP luminescence (CellTiter-Glo), 48-72 h; Potency, µM (doses to about 115 µM), for inactives: at the highest dose activity change, negative = cytotoxicity, hits mostly inhibitors; note: potency is the fitted concentration of half-maximal effect; nearly all actives have a fitted effect of over 60% in size
#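 Read-out: CellTiter-Glo ATP luminescence. Cells: HEK 293, 250 cells/well. Exposure: 48 or 72 hr, 37 degree Celsius.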
# 3T3 cytotox = kills NIH 3T3 cells; NIH 3T3 viability, CellTiter-Glo ATP luminescence, 48-72 h; AID 1345082; actives 4.3% (n = 94,000); Potency, µM (titrated, usually from 96.7 µM), for the others: top-dose activity change, negative = cytotoxicity, actives largely listed as inhibitors; note: potency is the fitted concentration of half-maximal effect; nearly all actives have a fitted effect of over 55% in size
#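 Luminescent ATP readout (CellTiter-Glo, 10 min RT) after 48 or 72 hr compound exposure of NIH 3T3 cells seeded at 400 cells/well in 1536-well format; quantitative HTS.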
# SNCA expr inh = SNCA gene expression inhibition; HEK-293 SNCA-luciferase knock-in, luminescence, 24 h; Potency, µM (top dose mostly 57.2 µM), for the others: top-dose activity change, negative = inhibition, most hits filed as inhibitors; actives 0.17% (n = 140,000); AID 1671194;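 note: potency is the fitted concentration of half-maximal effect; plate controls were DMSO cells for no effect and cell-free wells for full effect; nearly all actives have a fitted effect of over 45% in size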
# Active calls of the source: *; i = inactive; ? = inconclusive; . = not tested or not shown; & = joins results of further samples; [ ] = dose if it differs, or a comment. Unless noted, calls come from the whole dose curve; as a rule, active = well fitted curve in the direction sought with a large enough effect; inconclusive = small, poorly fitted or top-dose-only effect, or another doubt; inactive = no such curve, though single readings can be large; an effect the other way counts as inactive or inconclusive. Unless noted, % is set by controls: 0 for no effect and ±100 for the full control effect. A portion of the library, so the mix of outcomes need not match the whole.
molecule	Luciferase inh	IP6K1 inhibitor	HEK293 viab	GPT2 inhibitor	HEK293 tox	3T3 cytotox	SNCA expr inh
COc1ccc(C(=O)N[C@@H]2CCC[C@@H]2C(=O)NCCN2CCCCC2)cn1	-2%	33	-8%	-24%	i	-12%	6%
O=C1[C@@H]2C[C@@H](O)CN2C2(CN(Cc3c[nH]c4ccccc34)C2)C(=O)N1Cc1ccccc1F	2%	12	-2%	-12%	-13%	-26%	-3%
O=C(CCc1cc2n(n1)CCCNC2)Nc1ccc(-n2cncn2)cc1	5%	-2	0%	0%	-8%	2%	-11%
O=C(c1cccnc1OC1CCN(Cc2ccccn2)C1)N1CCOCC1 (stereo not drawn)	-5%	28	-3%	i	-2%	i	-20%
Cc1ccc(N(C)S(=O)(=O)c2nnc(NC(=O)CC(C)C)s2)cc1	.	2	-4%	.	.	.	-2%
COC(=O)[C@@H]1C[C@@H](NS(=O)(=O)c2ccc(C(F)(F)F)cc2)CN1C	-9%	10	-10%	0%	-11%	-24%	-5%
Cc1c2cnn(CC(=O)NCc3ccccc3)c(=O)c2c(C)n1Cc1cccc(Cl)c1	.	6	-2%	.	.	.	-20%
Cc1cc(C)cc(CN2CCCCC23Cc2ccccc2CNC3=O)c1 (stereo not drawn)	.	-10	-7%	i	?	?	-16%
COc1cc(C)c2c(c1C)C[C@H](C(C)C(=O)NCc1cccs1)CC2 (stereo partly drawn)	-13%[172 µM]	-2	-16%[87.6 µM]	i	?	35µM*	-16%[87.6 µM]
CCCCCC(=O)N1CC[C@H]2COC(=O)N2c2cc(F)ccc2C1	0%[172 µM]	2	1%[87.6 µM]	-1%[88.5 µM]	-2%[172 µM]	4%[174 µM]	8%[87.6 µM]
COc1ccc(-c2cc(N3CCC(NC(=O)c4cccc(C)c4)CC3)n[nH]2)cc1	4%	-8	-20%	-21%	?	?	-21%
COc1ccc(S(=O)(=O)NC[C@H]2O[C@@H](CO)[C@@H](O)[C@H]2N2CCCC2)cc1	-1%[172 µM]	15	5%[87.6 µM]	-11%[88.5 µM]	-1%[172 µM]	1%[174 µM]	19%[87.6 µM]
COCCn1c(C)cc(C(=O)N2CCC[C@H](n3c(=O)n(C)c4cccnc43)C2)c1C	1%	35	-6%	-5%	?	?	1%
COc1ccccc1CNC(=O)C1CN(C2CCCC2)C(=O)N1 (stereo not drawn)	.	-17	13%[12.5 µM]	i	-25%[172 µM]	-17%[138 µM]	?
O=C1CCN(C(=O)C2(c3ccccc3)CC2)CCCCCCN1	-7%	-6	1%	i	i	-10%	-13%

# In a second layout: 4 of the compounds above
O=C(c1cccnc1OC1CCN(Cc2ccccn2)C1)N1CCOCC1 (stereo not drawn)
  Luciferase inh: -5%
  IP6K1 inhibitor: 28
  HEK293 viab: -3%
  GPT2 inhibitor: i
  HEK293 tox: -2%
  3T3 cytotox: i
  SNCA expr inh: -20%

Cc1ccc(N(C)S(=O)(=O)c2nnc(NC(=O)CC(C)C)s2)cc1
  Luciferase inh: .
  IP6K1 inhibitor: 2
  HEK293 viab: -4%
  GPT2 inhibitor: .
  HEK293 tox: .
  3T3 cytotox: .
  SNCA expr inh: -2%

O=C(CCc1cc2n(n1)CCCNC2)Nc1ccc(-n2cncn2)cc1
  Luciferase inh: 5%
  IP6K1 inhibitor: -2
  HEK293 viab: 0%
  GPT2 inhibitor: 0%
  HEK293 tox: -8%
  3T3 cytotox: 2%
  SNCA expr inh: -11%

COC(=O)[C@@H]1C[C@@H](NS(=O)(=O)c2ccc(C(F)(F)F)cc2)CN1C
  Luciferase inh: -9%
  IP6K1 inhibitor: 10
  HEK293 viab: -10%
  GPT2 inhibitor: 0%
  HEK293 tox: -11%
  3T3 cytotox: -24%
  SNCA expr inh: -5%

# Other structures:
molecule	Luciferase inh	IP6K1 inhibitor	HEK293 viab	GPT2 inhibitor	HEK293 tox	3T3 cytotox	SNCA expr inh
COc1cc2ncnc(Nc3cc(Br)c(O)c(Br)c3)c2cc1OC	.	-15	-11%&-11%	?	.	.	3%
Cc1ccc(-c2ccc3nnc(CNC(=O)c4nccc5ccccc45)n3n2)cc1	0%	-7	-9%	i	-6%	-5%	17%
COc1ccccc1-c1cccc(CN2CCCC(C(=O)NCc3ccc(F)cc3)C2)c1 (stereo not drawn)	.	-7	-8%	i	32µM*	32µM*	-13%
CC(=O)N1CCc2c(sc3c2c(=O)n(-c2ccccc2C)c(=O)n3CC(=O)c2ccccc2)C1	.	19	-21%	.	.	.	31%[activator]
CCc1ccccc1NC(=O)Cn1nnc(C(=O)Nc2ccc(OC)c(OC)c2)c1N	.	4	9%	.	.	.	-3%
O=S(=O)(c1ccc(-c2cc(C(F)(F)F)on2)s1)N1CCN(c2cccc(Cl)c2)CC1	.	-33*	-9%	.	.	.	-13%
CCn1cc(S(=O)(=O)N2CCC(c3noc(-c4cccnc4)n3)C2)cn1 (stereo not drawn)	-2%	10	-2%	i	5%	-10%	50%[activator]
CN(C)[C@@H]1CN(C2CCCC2)CC[C@@H]1CO	3%	5	3%[12.5 µM]	-4%	i	i	8%
O=C1NC(C(=O)Nc2cccc(Cl)c2)Cn2cccc21 (stereo not drawn)	-3%	-13	0%	-8%	-18%	-23%	-11%
CCCn1c(C)cnc1CC1CCCN(S(=O)(=O)c2cc(OC)ccc2OC)C1 (stereo not drawn)	-11%	-17	?	i	?	?	25%
CC(C)c1ccc(NC(=O)C2CCN(S(=O)(=O)c3ccc(Br)s3)CC2)cc1	.	1	-2%	.	.	.	-17%
C=CCC(CC=C)(CNC(=O)C(=O)Nc1cccc(C(F)(F)F)c1)c1ccccc1	.	-23	0%	.	.	.	9%
O=C(c1ccc(Cl)cc1)N1CCC(N2CCCC2)CC1	.	-18	15%	-22%	-21%	-13%	0%[87.6 µM]
Cc1[nH]c2ccccc2c1SCCNC(=O)c1ccc(F)cc1	.	2	-13%	.	.	.	?
O=C(c1ccncc1)N1CCC2(CC1)CC(N(Cc1ccccc1)C1CC1)CCO2 (stereo not drawn)	-14%	-10	-9%	-5%	?	-25%	-35%

# Of the compounds above, these contain a CF3 group.
molecule	Luciferase inh	IP6K1 inhibitor	HEK293 viab	GPT2 inhibitor	HEK293 tox	3T3 cytotox	SNCA expr inh
COC(=O)[C@@H]1C[C@@H](NS(=O)(=O)c2ccc(C(F)(F)F)cc2)CN1C	-9%	10	-10%	0%	-11%	-24%	-5%
O=S(=O)(c1ccc(-c2cc(C(F)(F)F)on2)s1)N1CCN(c2cccc(Cl)c2)CC1	.	-33*	-9%	.	.	.	-13%
C=CCC(CC=C)(CNC(=O)C(=O)Nc1cccc(C(F)(F)F)c1)c1ccccc1	.	-23	0%	.	.	.	9%

# (cont.)
molecule	Luciferase inh	IP6K1 inhibitor	HEK293 viab	GPT2 inhibitor	HEK293 tox	3T3 cytotox	SNCA expr inh
COc1ccccc1C(=O)N1CCN(C(=O)c2nnn3c2COC(c2ccc(Cl)cc2)C3)CC1 (stereo not drawn)	-4%	-9	-20%	i	?	?	?
COC(=O)c1ccccc1NC(=O)c1sc2nc(C)cc(C)c2c1NC(=O)c1ccccc1Cl	.	10	-2%	.	.	.	26%
Cc1cc(C)cc(NC(=O)CCC(=O)N2Cc3ccccc3Oc3ncccc32)c1	.	-7	-7%	.	.	.	-17%
O=C(Nc1cccc2ccccc12)O[C@@H]1CO[C@H]2[C@@H]1OC[C@@H]2NC(=O)N1CCOCC1	8%[172 µM]	-5	0%[87.6 µM]	4%[88.5 µM]	?	-21%[174 µM]	3%[87.6 µM]
Cn1cc(CNC(=O)C[C@@H]2C[C@H]3O[C@H](CNCc4ccncc4F)[C@@H](O)[C@H]3O2)cn1	1%[172 µM]	3	1%[87.6 µM]	-1%[88.5 µM]	4%[172 µM]	-2%[174 µM]	1%[87.6 µM]
Cc1cc(C(=O)N2CCC(c3n[nH]c(=O)n3Cc3ccccc3)CC2)on1	11%	-4	1%	-3%	5%	-20%	4%
COc1ccc(Cl)cc1C(=O)N1CCC2(CC1)NC(=O)N(c1cccc(F)c1)N2	-13%	-10	-10%	?	?	?	66%[activator]
Cc1ccc(C)c(N2CCN(C(=O)CCc3c(C)nc4c(c3C)c(=O)n(C)c(=O)n4C)CC2)c1	.	21	0%	.	.	.	19%
Cc1ccc(-c2ccc3nnc(CNC(=O)Cc4cccc(Cl)c4)n3n2)cc1	?	3	1%	1%	-3%	i	-8%
O=C(c1ccc(F)cc1)N1CCN(c2cc(-c3ccc(F)cc3)[nH]n2)CC1	-7%	5	7%	3%	?	?	-3%
CCc1cccc(NC(=O)N2CCC(OC3CCN(Cc4ccccc4)CC3)CC2)c1	-2%	-3	-7%	?	?	?	-1%
CC(C)c1ccc(NC(=O)CCS(=O)(=O)c2cccc3nonc23)cc1	.	13	24%	.	.	.	?
Cn1ccc(C(=O)N2CCC3(CC2)CC(=O)N(C/C=C/c2ccccc2)C3)n1	11%	17	3%	-2%	-30%	-14%	-2%
CC(C)S(=O)(=O)N1CCC2(CC1)CC1C(=O)NCCN1C2 (stereo not drawn)	-10%	6	-5%	i	-7%	-3%	-12%
NC(=O)Cc1c[nH]c2ncc(-c3ccc(Oc4ccccc4)cc3)cc12	-26%[172 µM]	-42*	-13%[87.6 µM]	2%[88.5 µM]	35µM*	22µM*	-15%[87.6 µM]
O=C(NC1CCCCC1)c1ccc2nnc(C3CC3)n2c1	.	-13	5%[87.6 µM]	-1%[88.5 µM]	-5%[172 µM]	-10%[138 µM]	-7%[87.6 µM]
O=C(NCCc1cccnc1)c1cccc2c1CCN2C(=O)Nc1ccc(F)cc1	0.4µM*	-3	-8%	i	45µM*	-28%	?
c1ccc(CCCc2noc(-c3ccc(N4CCOCC4)nc3)n2)cc1	-10%	0	-2%	i	?	-14%	103%[activator]
COc1ccccc1CC(=O)N1CCC[C@H]1c1nc(-c2ccc(OC)c(OC)c2)no1	0%	0	0%	i	?	-22%	1%
CN1CCCN(C(=O)c2cn3ccnc(-c4ccccc4)c3n2)CC1	6%	2	-1%	i	-2%	i	11%
COCC1CN(C(C)=O)CC12CCN(Cc1c[nH]c3ccc(OC)cc13)CC2 (stereo not drawn)	6%	-1	-6%	-17%	i	1%	0%
COc1ccc(C(CC(=O)Nc2ccc(C)cn2)N2Cc3ccccc3C2=O)cc1OC (stereo not drawn)	.	1	-15%	.	.	.	31%[activator]
CCCn1c2ccccc2c2cnn(CC(=O)N3CCN(c4ccccc4)CC3)c(=O)c21	.	-6	20%	.	.	.	1%
CNC(=O)N1CCC(C2CCN(C(=O)c3cnn(C)c3)C2)CC1 (stereo not drawn)	-1%	-1	-13%[12.5 µM]	i	i	i	6%
CSCC[C@H](N)C(=O)N1CCC2(CCC(=O)N(Cc3ccccc3)C2)CC1	-16%	-5	?	3%	-14%	-15%	8%
CN(C)S(=O)(=O)c1ccc2c(c1)nnn2CCNC(=O)Nc1ccc(Cl)cc1	.	-1	-4%	.	.	.	-22%

# Screening data deposited in PubChem BioAssay by National Center for Advancing Translational Sciences (NCATS).
